# RT RNaseH block: blocks HIV-1 RNase H cleavage of RNA/DNA duplex; RT-RNase H RNA/DNA duplex cleavage, fluorescence; P04585; AID 565; hit rate 1.9% among 65,000; inhibition, % at 10 µM; in the data active means inhibition above about 50%
# RmlC RmlD mix: mixture blocks RmlC and RmlD coupled enzyme activity. RmlC/RmlD coupled enzyme inhibition, 384-well mixture HTS. inhibition, % at 5.5 µM. hit rate 0.39% among 110,000; in the data active means inhibition above about 30%, passing the limit was not always enough; further: strong numbers were not always called active
# * marks the source's active call; other numbers are inactive results; x = no result given. Some of the compounds tested; rates above refer to the full screens.
Molecule	RT RNaseH block	RmlC RmlD mix
Cc1sc(NC(=O)c2sc3nc4c(C)cccc4cc3c2N)c(C#N)c1C	x	0
Cc1ncc([N+](=O)[O-])n1CCOC(=O)Nc1ccc(Cl)c(Cl)c1	x	-6
CN=C(Nc1cc(C)nn1-c1ccccc1)c1ccccc1F	x	-9
Cc1noc(C)c1CSCC(=O)NC1=NCCS1	-5	-9
Cc1ccc(N2C(=O)c3ccccc3C2=O)cc1Cl	2	6
COc1cc(CNc2ccccc2SC)ccc1O	-25	-14
O=C(c1c(F)cccc1F)N1CCC(O)(c2cccnc2)CC1	-21	-12
CC(=NCCCn1ccnc1)c1c(O)n(C)c(=O)n(C)c1=O	-2	-1
CN1CCc2c(sc3ncn4nc(-c5ccccc5O)nc4c23)C1	12	x
Cc1cc(O)c(/C=N/Nc2ccccc2Cl)c(=O)o1	x	-7
COc1cc(-c2c(C#N)c(N)nc3c2CCCC3)ccc1O	-45	17
Cc1noc(C)c1COC(=O)c1cc(=O)[nH]c2ccccc12	-44	50
COc1cc(C2c3c(oc4c(C)cc(C)cc4c3=O)C(=O)N2Cc2cccnc2)cc(OC)c1OC (centres undefined)	6	x
O=C(CN(c1ccc(F)cc1)S(=O)(=O)c1ccc2c(c1)OCCO2)NCC1CCCO1 (centres undefined)	0	6
Cc1cc(NC(=O)CSc2nc3ccc(Cl)cc3[nH]2)no1	x	-7
O=C(NCCCCc1ccccc1)C1CC(c2cc(C(F)(F)F)cc(C(F)(F)F)c2)=NO1 (centres undefined)	x	4
Cc1cc(C)c(-n2c(O)c(C=NCCN3CCOCC3)c(=O)[nH]c2=O)c(C)c1	-7	4
CCc1nc(SCC(=O)Nc2ccc3c(c2)OCCO3)c2oc3ccccc3c2n1	32	4
CC(=O)NNC(=O)C(O)(c1ccccc1)c1ccccc1	x	1
c1ccc(-n2ncc3c2ncn2nnnc32)cc1	-11	-15
CCCC(=O)NC(Nc1cccc(C(F)(F)F)c1)C(Cl)(Cl)Cl (centres undefined)	x	-11
CCCC(=O)c1ccc(N2CCN(C(=O)c3ccccc3Br)CC2)c(F)c1	-4	-4
CCN1C(=O)C(O)(CC(=O)c2ccc3c(c2)OCCO3)c2ccccc21 (centres undefined)	-2	-16
CCOC(=O)c1oc2ccc3c(c2c1C)C(=O)CC1(CCN(C(=O)OCC)CC1)O3	-15	-12
O=C(c1ccc(C(F)(F)F)cc1)N1CCC(=O)N(C(COCc2ccc(Cl)cc2)Cc2ccccc2)CC1 (centres undefined)	x	-6
Cc1nnc(SCSc2nnc(C)s2)s1	-1	6
CCc1nnc(NC(=O)CCC(=O)NCc2ccccc2OC)s1	x	-8
COCCn1nnnc1C(c1ccccc1OC)N1CCc2ccccc2C1 (centres undefined)	1	-15
Cc1ccc(N2C(=O)SC(N(CC(=O)O)c3cccc(C)c3)C2=O)cc1 (centres undefined)	11	16
CCCC(=O)Nc1cnc(NC(=O)c2cccc(F)c2)cc1C	-4	4
Cc1cc(C(=O)CSc2nc3ccc(Cl)cc3[nH]2)c(C)n1CC1CCCO1 (centres undefined)	x	-8
CC1(C)CC(=O)c2sc(NC(=O)c3cccs3)nc2C1	x	-4
Cc1ccc(C)c(Cn2cnc3c(nnn3-c3ccc(F)cc3)c2=O)c1	7	21
COC(=O)C1=C(C)NC(C)=C(C(=O)OC)C1c1ccc(NC(C)=O)cc1	-8	-7
CC1CN(S(=O)(=O)Cc2ccccc2)CC(C)O1 (centres undefined)	1	-16
C(=N\n1cnnc1)/c1cn(Cc2ccccc2)c2ccccc12	-42	-8
Cc1ccccc1-n1nc2c(c1NC(=O)c1ccc(Br)o1)CSC2	28	-19
O=C(CCC(=O)N(CC(=O)NC1CCCC1)C1CCCC1)Nc1ccccn1	1	-12
COc1cccc(C(=O)Nc2ccccc2N2CCCC2)c1	-29	10
Cc1cc(N)ccc1S(C)(=O)=O	x	-7
CCn1c(/C=C/c2ccccc2)nc2ccccc21	x	-13
COc1ncnc2c1NC(=O)CS2	0	4
COc1cc(C2C(C#N)=C(C)NC3=C2C(=O)CC(C)(C)C3)ccc1OCCO (centres undefined)	0	9
CCOC(=O)C1CCN(c2nc3ccccc3nc2C(C#N)C(=O)OC(C)C)CC1 (centres undefined)	9	37
CC(=O)Nc1sc2c(c1CN1CCN(c3ccc(F)cc3)CC1)CCCC2	x	-6
Cc1cccc(N2C(=O)C3C4C=CC(C4)C3C2=O)c1 (centres undefined)	0	5
Cc1ccc(NC(=O)CSC2=C(C#N)C(c3ccco3)CC(=O)N2)cc1 (centres undefined)	x	8
CCCCCCSC1=C(C#N)C(c2ccccc2)CC(=O)N1 (centres undefined)	-5	-11
COc1ccc(N2CCN(C(=O)CSc3nnc(-c4cccnc4)n3-c3ccccc3)CC2)cc1	-76	0
O=C(NCc1cccs1)C1CCC(=O)N1C1CCCCC1 (centres undefined)	-36	-14
Cc1nnc(NC(=O)CC(CN(C)S(=O)(=O)c2ccccc2)c2ccccc2)s1 (centres undefined)	x	11
Cc1cc(CN(C)C)c(O)c(C2(C)CCCCC2)c1	-28	-8
COc1ccc(CC2CCOC2=O)cc1 (centres undefined)	-2	-7
O=C(/C=C/c1cccc(Cl)c1)c1nc2ccccc2[nH]1	x	-7
COc1cccc(OC)c1C(=O)Nn1c(C2CCC2)nc2ccccc2c1=O	-31	-2
CO/N=C(\C)c1ncc(C(F)(F)F)cc1N1CCOCC1	x	-9
COc1ccc(NC(=O)C2CCN(C(=O)c3ccccc3)CC2)c(OC)c1	5	36
COc1ccc(-c2cc(C(=O)NCc3cccnc3)no2)cc1	-12	-24
O=C(O)c1cnc(-c2ccccc2)nc1Sc1ccc(Cl)cc1	x	7
O=[N+]([O-])c1ccc(NCCNS(=O)(=O)c2ccccc2)c(C(F)(F)F)c1	x	5

# Rewritten field by field: part of the list above
Cc1cccc(N2C(=O)C3C4C=CC(C4)C3C2=O)c1 (centres undefined)
  RT RNaseH block = 0
  RmlC RmlD mix = 5
Cc1ccc(NC(=O)CSC2=C(C#N)C(c3ccco3)CC(=O)N2)cc1 (centres undefined)
  RT RNaseH block = x
  RmlC RmlD mix = 8
CCCCCCSC1=C(C#N)C(c2ccccc2)CC(=O)N1 (centres undefined)
  RT RNaseH block = -5
  RmlC RmlD mix = -11
COc1ccc(N2CCN(C(=O)CSc3nnc(-c4cccnc4)n3-c3ccccc3)CC2)cc1
  RT RNaseH block = -76
  RmlC RmlD mix = 0

# Entries of single compounds, quoted from the list. Screens in order: RT RNaseH block, RmlC RmlD mix
# `CC1CN(S(=O)(=O)Cc2ccccc2)CC(C)O1` (centres undefined) as listed: 1, -16
# `Cc1cc(C)c(-n2c(O)c(C=NCCN3CCOCC3)c(=O)[nH]c2=O)c(C)c1` as listed: -7, 4
# `COc1cc(-c2c(C#N)c(N)nc3c2CCCC3)ccc1O` as listed: -45, 17

# Additional results follow:
Molecule	RT RNaseH block	RmlC RmlD mix
NC(=O)CC1NC(=O)c2cc([N+](=O)[O-])cc(I)c2OCCC(C(N)=O)NC(=O)[C@@H]2CCCN2C1=O (some centres undefined)	x	8
Cc1ccc(OCc2nc(-c3ccc(-n4cccc4)cc3)no2)cc1C	x	4
CCc1ccc(-c2nc(-c3ccncc3)no2)cc1	-44	4
Cc1cc(NC(=O)CCNS(=O)(=O)c2cc(Br)cnc2N)ccc1Br	x	-3
CCCn1c(=O)c2ccccc2n2c(SCCOc3ccc(Cl)cc3)nnc12	4	-10
COc1ccc(Nc2nc(C)nc3c2nnn3Cc2ccccc2)cc1OC	x	6
COc1ccc(CC(=O)N2CCN(C)CC2)cc1	x	17
Cc1nc(SCC(=O)NCCc2ccccc2)c2oc3ccccc3c2n1	x	-9
Cc1cccc(S(=O)(=O)N(CC(=O)Nc2ccccc2C)Cc2ccco2)c1	x	6
Cc1ccc[n+](CC(=O)Nc2ccc([N+](=O)[O-])cc2Cl)c1	x	-7
FC(F)(F)c1ccccc1NC(=S)N1CCN(c2ncccn2)CC1	x	9
CC(c1c(O)c2ccccc2[nH]c1=O)C1(C)CCC(O)C(C)(C)O1 (centres undefined)	x	-9
COc1ccc(CCNCc2ccccn2)cc1OC	-4	6
Nc1nc(N)c2sc3nc(C(F)(F)F)cc(C(F)(F)F)c3c2n1	x	-17
Cc1cc(C)cc(CC(Cc2nc3ccccc3[nH]2)c2nc3ccccc3[nH]2)c1 (centres undefined)	x	1
CC1CCCC(C)N1C(=O)CSc1nc2ncnc(N)c2[nH]1 (centres undefined)	-2	-14
CCOc1cc(C2C(C#N)=C(N)SC(N)=C2C#N)ccc1OCCN1CCOCC1	87*	-4
CCOc1ccc(OCC)c(S(=O)(=O)NCc2ccc3c(c2)OCO3)c1	-37	-14
CN(C)S(=O)(=O)c1ccc(C(=O)Nc2ccc(S(=O)(=O)NC3=NCCCCC3)cc2)cc1	x	-11
Cc1cccn2c(=O)c3c(nc12)N1CCc2ccccc2C1C1(C3)C(=O)NC(=O)N(C)C1=O (centres undefined)	x	6
O=C(O)c1cccc(-n2cccc2/C=N/O)c1	-8	-4
C(=NC12CN3CN(CN(C3)C1)C2)c1ccc2c(c1)OCO2	-2	4
CC(C)CSc1nc2c(c(=O)[nH]c(=O)n2C)n1CCc1ccccc1	3	-9
CCOc1cc(/C=N/n2cnnc2)ccc1OC(=O)c1cccc([N+](=O)[O-])c1	x	2
COC(=O)Cc1[nH]n(-c2nc3ccccc3s2)c(=O)c1C(C)=O	x	8
CCC(=O)c1ccc(OCC(O)CN(CCc2ccccc2)Cc2ccccc2)cc1 (centres undefined)	x	-13
CCc1ccc(OCC(=O)Nc2ncc3c(n2)CC(C)(C)CC3=O)cc1	9	8
O=C(NCc1n[nH]c(=S)n1-c1ccc(F)cc1)c1ccc(S(=O)(=O)N2CCCC2)cc1	16	19
Cc1ccc2[nH]c(=O)c(CN(Cc3ccccc3)Cc3nnnn3C3CCCC3)cc2c1	-2	11
COC(=O)c1ccccc1NC(=O)Nc1cccs1	11	9
CC1CN(S(=O)(=O)c2cccc(C(=O)OCC(=O)c3cccs3)c2)CC(C)O1 (centres undefined)	x	7
Cn1cccc1Cc1nnc(SCC(=O)Nc2ccc3c(c2)OCO3)n1CCc1ccccc1	-40	-6
CC(C)c1c(O)nc(SCCN(C)C)[nH]c1=O	49	-6
COC(=O)c1cccc(NC(=O)CSc2ncn[nH]2)c1	-6	9
COc1ccc(CCNS(=O)(=O)c2cccc(S(=O)(=O)N3CCCC3)c2)cc1OC	-5	-3
C=C(Cl)COc1ccc2c(CC)cc(=O)oc2c1	-32	-2
NS(=O)(=O)c1ccc(NC(=O)c2ccccc2C(=O)N2CCCCC2)cc1	76*	4
O=C(Nc1nc(-c2ccccc2)cs1)C1c2ccccc2Oc2ccccc21	x	-2
O=C(CCCC(=O)N(CC(=O)NC1CCCCC1)Cc1ccccc1)Nc1ccccn1	x	-17
COC(=O)c1cccc(NCN2C(=O)c3ccccc3C2=O)c1	-91	1
Fc1ccc(C(c2ccc(F)cc2)N2CCN(C/C=C/c3ccccc3)CC2)cc1	6	-13
COC(=O)c1ccccc1NC(=O)Nc1nnc(N2CCC(C)CC2)s1	x	7
COc1ccccc1NC(=O)C/C(N)=N/O	x	4
CCOc1ccc(N2CCn3c2nc2c3c(=O)n(CCc3ccccc3)c(=O)n2C)cc1	22	x
CCn1c(SCc2cccc(C)c2)nnc1-c1ccc(C)cc1	x	8
COC(=O)Nc1ccc(S(=O)(=O)N(CCO)CCO)cc1	x	12
O=C(CCc1ccccc1)c1c(O)cc(O)cc1O	x	-50
CC1(OC(=O)c2ccc(Cl)nc2)C(=O)C=C2C=C(c3ccsc3)OC=C2C1=O (centres undefined)	x	-9
COc1ccc(C2CC(=O)c3cnc(N4CCN(Cc5ccccc5)CC4)nc3C2)cc1 (centres undefined)	0	14
Cc1ccc(-c2nnc(N3CCCCC3)c3ccccc23)cc1S(=O)(=O)N1CCN(C)CC1	-12	13
O=C(Cn1c(NCCCO)nc2ccccc21)c1ccc(Br)cc1	-3	-13
Cc1ccc(C(=O)N2CCN(c3ccc([N+](=O)[O-])c(NCc4ccco4)c3)CC2)cc1	x	-12
COc1cccc(C(=O)NC(C)C(c2cccs2)N2CCN(C)CC2)c1 (centres undefined)	-2	7
CCN(CC)c1ccc(NC(=O)C2CCCN(S(=O)(=O)c3cnc[nH]3)C2)c(C)c1 (centres undefined)	0	2
COCC(=O)NC1CC2CCCC(C1)N2Cc1ccccc1 (centres undefined)	-14	-30
CC(=O)SCC(=O)N=c1sc2cc(F)ccc2n1C	-9	-9
CCc1cc2c(NCCO)ncnc2s1	2	-4
CCCCSc1nnc(-c2ccc(C)cc2)n1C	x	-277
OCc1nc2ccccc2n1CCCOc1ccc(Br)cc1	-15	-16
Cc1ccc(Cc2c(C)nc3nc(SCC(=O)NCc4ccco4)nn3c2C)cc1	-4	-8

# (cont.)
Molecule	RT RNaseH block	RmlC RmlD mix
CN(CCC#N)C(=O)CSc1ncnc2sc(-c3ccccc3)cc12	-22	13
Cc1ccc(C)c(Cn2nnc3c(=O)[nH]c(C4CCCN(C(=O)C5CCC5)C4)nc32)c1 (centres undefined)	2	9
CC(C)CC(=O)NN1CCCCC1	x	-8
O=C(O)C1CCCN1S(=O)(=O)c1ccc(Cl)c(Cl)c1 (centres undefined)	2	13
N#CC1=C(c2ccccc2)/C(=C/c2ccccc2)OC1=O	x	14
C=CCn1c2ccccc2n2nc(C)c(=O)nc12	x	-7
COc1cccc(NC(=O)CSc2nnc(Cc3cccn3C)n2-c2ccc(F)cc2)c1	-10	11

# Screens: PubChem, several laboratories
